NPYLR7 ag – mosquito NPYLR7 agonism | HEK293T NPYLR7/Galpha15, GCaMP6s calcium fluorescence | activation, % at 10 µM | 270,000 tested, 0.15% active | AID 1259423; in the data active = activation above about 40%;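 note: 0% = vehicle and 100% = reference agonist at the receptor; some compounds past the cut are filed as inactive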
mcGAS inh – mouse cGAS inhibition by luminescence; recombinant cGAS, Kinase-Glo ATP depletion luminescence; 160,000 tested, 0.15% active; inhibition, % at 12.5 µM; Q8C6L5;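 note: 0% = negative control wells and 100% = reference inhibitor with no enzyme activity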
hcGAS inh – human cGAS inhibition. inhibition, % at 12.5 µM. 290,000 tested, 0.081% active. recombinant h-cGAS, ATP depletion, Kinase-Glo luminescence. Q8N884;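 note: 0% = vehicle reaction and 100% = reaction without DNA for no activity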
Target sequence (Q8N884 whole entry, looked up): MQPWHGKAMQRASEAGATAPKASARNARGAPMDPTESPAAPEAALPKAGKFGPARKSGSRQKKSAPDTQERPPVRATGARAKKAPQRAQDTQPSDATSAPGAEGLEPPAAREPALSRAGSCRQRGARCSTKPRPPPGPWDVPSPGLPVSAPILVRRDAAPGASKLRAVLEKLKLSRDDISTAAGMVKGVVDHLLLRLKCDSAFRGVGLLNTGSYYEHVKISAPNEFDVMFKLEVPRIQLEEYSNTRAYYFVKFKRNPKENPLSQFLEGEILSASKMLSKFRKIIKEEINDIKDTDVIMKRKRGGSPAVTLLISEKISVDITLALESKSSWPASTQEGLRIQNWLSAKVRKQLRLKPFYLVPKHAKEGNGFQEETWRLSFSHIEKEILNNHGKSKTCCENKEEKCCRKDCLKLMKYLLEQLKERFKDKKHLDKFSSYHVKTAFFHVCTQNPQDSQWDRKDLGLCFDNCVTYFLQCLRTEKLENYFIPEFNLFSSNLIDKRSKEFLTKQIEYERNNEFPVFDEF
The depositor's hits bear a star; nt = not tested or not shown; & = joins results of further samples. Cut-off read from the data, not from the text of the source, unless noted: active = inhibition above about 40%; inactive = the rest. Not a hit list. About 0.27% of those tested had a hit in this group.

SMILES | NPYLR7 ag | mcGAS inh | hcGAS inh
CCN(C)c1ccnc(N2CCCC(O)(CC)C2)n1 (stereo not given) | nt | -5.9 | -9.2
COc1ccc(Nc2ncccc2C(=O)N2CCC(c3ccc(F)cc3)CC2)cc1 | -4.6 | -1.8 | -2.7
COc1ccc(-c2cc(C(F)(F)F)n3ncc(C(=O)N4CCCCC4)c3n2)cc1 | -1.5 | -4.7 | -3.7
COc1cc(OC)cc(C(=O)N2CCC(C(=O)Nc3cccnc3N3CCCC3)CC2)c1 | -4.1 | nt | 0.5
CNC(=O)C1CN(C(=O)c2ccc(-c3ccccc3F)s2)c2ccccc2O1 (stereo not given) | 2.0 | nt | -7.5
CC1S/C(=C/c2nc(-c3ccc(Cl)cc3)cs2)N(CC(=O)N(C)C)C1=O (stereo not given) | 0.5&4.0 | nt | -1.5&-9.1
Cc1ccc(OCC(=O)N=Nc2c(O)[nH]c3c(Br)cc(F)cc23)cc1C | 10.0 | nt | -7.3
CCn1ccnc1CN1CCN(CCNS(=O)(=O)c2ccccc2)CC1C (stereo not given) | 2.2 | nt | -8.9
CN(CC(=O)N1CCC2(CCCO2)CC1)Cc1cccnc1 | nt | -12.8 | -7.1
CCC1COC(C)CN1Cc1nc(-c2ccc(OC)cc2)no1 (stereo not given) | 4.7 | nt | -4.7
Cc1ncsc1CCC(=O)NC(C)Cc1cnccn1 (stereo not given) | 15.0 | nt | -3.6
COc1ccc(CC(=O)Nc2ccc3c(c2)NC(=O)C(C)(C)CO3)cc1 | -5.4 | nt | 2.4
Cc1cc(C)cc(CCC(=O)N2CCN(S(=O)(=O)N3CCCC3)CC2)c1 | -2.4 | -15.7 | -7.3
C=CCc1cc(/C=C2\C(=N)N3N=CSC3=NC2=O)cc(OC)c1OS(=O)(=O)c1ccccc1 | 1.3 | nt | -3.8
Cc1c(N2C(=O)CC3CS(=O)(=O)CC32)c(=O)n(-c2ccccc2)n1C (stereo not given) | 2.2 | nt | -6.5
NS(=O)(=O)c1cnccc1SCc1ccccc1 | 8.8 | nt | -0.7
Cc1nc(C(=O)NCCC2CCCO2)nn1-c1ccc(F)cc1 (stereo not given) | -0.9 | nt | -16.0
CCN(Cc1cnn(C)c1)Cc1occc1C(=O)OC | 5.3 | nt | -7.2
CCC(C)C(NC(=O)Nc1ccccc1OC)C(=O)Nc1nnc(-c2ccc(N(C)C)cc2)s1 (stereo not given) | 14.3 | -4.4 | -8.1
NC(=O)CS(=O)(=O)Cc1ccc(Cl)cc1Cl | 2.7 | nt | -9.0
CNC(=O)CC1(Cc2ccccc2)C(=O)N(C)c2ccccc21 (stereo not given) | 0.8 | -14.7 | -5.3
O=C(NCc1nnnn1-c1ccc(F)c(F)c1)c1ccc(Cl)cc1 | 1.1 | -7.8 | -6.6
CCCCCNC(=O)CN1C[C@@H]2N(CC(C)C)CCC(=O)N2[C@@H](CCSC)C1=O | -0.2 | -2.4 | -2.0
c1ccc(C2CC(c3ccccc3)n3nnnc3N2)cc1 (stereo not given) | 4.0 | nt | -13.6
Cc1cccc(CO[C@]2(C(=O)NCC3CCCO3)CC(OCc3ccccc3F)[C@H](O)[C@H](O)C2)c1 (stereo not given in full) | 8.7 | -6.2 | -1.4
Cc1ccc(CNC(=O)C2(C)CCN2C(=O)CC2CCCC2)cc1 (stereo not given) | 7.0 | nt | -6.4
O=c1cc(CN(Cc2cccs2)c2ccc(Br)cc2)nc2ccccn12 | 2.0 | -12.8 | -5.4
COCCCN(Cc1cccn1Cc1cccc(OC)c1)CC(O)COc1ccccc1 (stereo not given) | -6.0 | -5.2 | -7.9
Cc1nn(-c2ccc(Cl)nn2)c2c1C(c1ccccc1OCC(C)C)CC(=O)N2 (stereo not given) | -1.2 | nt | -6.1
COc1ccc(C(=O)N(Cc2ccco2)Cc2c(-c3cccc(C)c3)noc2N2CCOCC2)cc1 | 7.4 | -3.4 | -5.0
CCOC(=O)[C@@H](NS(=O)(=O)Cc1ccccc1Cl)C(C)(C)C | -0.5 | nt | -8.4
CCN1CCN(c2c(CN(CC(C)C)S(=O)(=O)c3ccc(F)cc3)c(C)nn2-c2cccc(F)c2)CC1 | -2.3 | -3.7 | -2.4
Cc1ccc(CNc2nc(NC(C)C)nc3ccsc23)c(C)c1 | 6.4 | nt | -13.2
CC(NC(=O)Nc1cnn(C(C)C)c1)c1cccc(Cl)c1 (stereo not given) | -1.3 | -10.5 | -6.0
O=C(NCc1ccc(-c2ccn[nH]2)cc1)N(Cc1cccnc1)C1CC1 | 2.0 | 3.0 | 6.3
NC(=O)Cc1csc(NC(=O)C2CCN(c3ccc(C(F)(F)F)cn3)CC2)n1 | 1.2 | nt | -6.9
Cc1onc(-c2c(Cl)cccc2Cl)c1C(=O)N1CCC(c2ccccc2)CC1 | -2.4 | -4.0 | -6.4
COC(=O)c1c(C(=O)OC)c2n(c1C)[C@@H](c1ccccc1)SC2 | 1.7 | nt | -7.8
CCOC(=O)CC1COCCN1C(=O)C1CCN(c2nc(C)c3cc(C(C)C)ccc3n2)CC1 (stereo not given) | 26.9 | -11.7 | -8.2
CN(c1ccc(CNc2ccc(Cl)cn2)cc1)S(C)(=O)=O | -23.7 | nt | -12.2
CC1CCN(c2ncnc3sc4c(c23)CCC(C)C4)CC1 (stereo not given) | 7.2 | -4.0 | -5.3
O=C1C(c2c(-c3ccccc3)[nH]n(-c3ccccc3)c2=O)=C(N2CCOCC2)C(=O)N1C1CCCCC1 | 7.8&6.2 | -9.0&0.7 | -7.1&6.0
NC(=O)c1ccsc1NC(=O)COC(=O)c1ccc([N+](=O)[O-])o1 | 7.6 | nt | -8.8
CCc1cc(CNC(=O)NC2CCc3cc(Cl)ccc32)on1 (stereo not given) | -6.5 | nt | -0.1
O=C(O)c1nn(-c2ccccc2F)c(=O)n(Cc2ccccc2Cl)c1=O | 11.7 | nt | 4.2
CC(C)=CCN1CCC2(CCCO2)CCC1=O (stereo not given) | 6.9 | nt | -5.8
COC(=O)[C@]1(C)N[C@H](c2cc3ccccc3n(C)c2=O)[C@@H]2C(=O)N(C)C(=O)[C@@H]21 | 3.1 | nt | -3.0
COc1cc2c(cc1OC)C(CNC(=O)c1cccc(Cl)c1)N(Cc1ccc(F)cc1)CC2 (stereo not given) | nt | -8.3 | -5.5
CCn1c(C)cc(O)c(C(c2cccnc2)c2c(O)cc(C)n(CC)c2=O)c1=O | 6.6 | -9.4 | -8.1
CCOC(=O)c1cc(C#N)c(SCC(=O)Nc2ccc3c(c2)OCO3)nc1C | 0.7 | nt | -3.2
Remaining list, next part
SMILES | NPYLR7 ag | mcGAS inh | hcGAS inh
CCOC(=O)c1cnc(C2CC2)nc1NCCCN(C)c1ccccc1 | -2.7 | -7.2 | -5.7
Cc1[nH]nc(CCC(=O)N2CCOC(CCc3ccccc3)C2)c1C (stereo not given) | nt | -12.7 | -3.3
COc1ccc2c(c1)N(CN(C)Cc1ccc(F)c(F)c1)C(=O)C2=O | 6.0 | -9.7 | -5.7
CC1=NN(Cc2ccccc2F)c2nc3c(c(=O)n(Cc4ccccc4F)c(=O)n3C)n2C1 | -9.7 | nt | 1.3
O=[N+]([O-])c1ccc(C(O)Cn2c(-c3ccccc3)csc2=Nc2ccccc2)cc1 (stereo not given) | -5.4 | -1.2 | 0.8
CNC(=O)c1ccc2cc(C3(O)CCn4cncc43)ccc2c1 (stereo not given) | -4.0 | -7.7 | 1.2
CC1=NN(C(=O)c2ccc(Cl)cc2)C(O)(c2ccc(Cl)cc2)C1 (stereo not given) | -9.2 | -5.4 | -2.8
CCOC(=O)c1c(NC(=O)c2noc(C)c2[N+](=O)[O-])sc(C)c1C | 8.0 | -3.3 | -6.2
Cc1ccccc1CN1CCC(CNC(=O)Cn2cncn2)CC1 | 10.2 | -11.3 | -8.9
CCCCN(CC(=O)Nc1cc(-c2ccccc2)nn1-c1ccccc1)C(=O)Nc1ccc(SC)cc1 | -4.4 | -3.5 | -2.1
COc1cc(C2NC(=O)c3c(-c4ccccc4)csc3N2)ccc1O (stereo not given) | -3.6 | nt | 6.5
COCCN(C)CC1CCCN1CC(=O)Nc1sc2c(c1C#N)CCC(C)C2 (stereo not given) | 8.5 | nt | -12.3
Cc1ccc(C)c(CN2CCN(c3nc4c(c(=O)[nH]c(=O)n4C)n3CCc3ccccc3)CC2)c1 | 7.9 | nt | -6.0
COc1ccc(-c2nn(-c3ccccc3)cc2CNC(C)c2cccs2)c(F)c1 (stereo not given) | 5.0 | -9.4 | -7.4
CC(NC(=O)CCc1cccnc1)c1ccc(Cl)s1 (stereo not given) | 1.0 | nt | -16.8
COCCCN(CC(=O)N(Cc1ccccc1)Cc1sccc1C)C(=O)Nc1ccc(C)c(C)c1 | 9.2 | -4.6 | -10.6
O=C(NCc1cccc(-n2cccn2)c1)C1CCC(=O)N(CC2CCCCC2)C1 (stereo not given) | -1.1 | nt | -6.1
CC1CN(C)CCN1C(=O)Nc1nc(-c2ccco2)cs1 (stereo not given) | 8.2 | nt | -13.5
CC(c1ccccc1)n1nnnc1N1CCC(CO)(Cc2ccccc2)CC1 (stereo not given) | -3.9 | -2.6 | -1.8
C[C@H]1C[C@@H]2[C@H]([C@@H](O)C[C@@]3(C)[C@H]2CC[C@]3(O)C(=O)CO)[C@@]2(C)C=CC(=O)C=C12 | -1.6&-1.4 | -4.7 | -3.6&-8.8
C=CCOc1c(Cl)cc(CNc2ncn[nH]2)cc1OC | 2.8 | nt | -3.1
Cc1cc(CNC(=O)C(OCC(F)(F)F)c2ccccc2)ccc1F (stereo not given) | -0.8 | nt | -3.8
CC(NC(=O)Cn1ccsc1=O)c1ccc2ccccc2c1 (stereo not given) | -27.6 | nt | 2.1
CC1(C)C2CC3C(C)(O)C(c4ccccc4)P(=O)(Cc4ccccc4)C3(C)CC21 (stereo not given) | 4.7 | nt | -4.1
CN(C)S(=O)(=O)c1cccc(NS(=O)(=O)c2ccc(S(N)(=O)=O)cc2)c1 | 0.9 | nt | -4.3
CS(=O)(=O)N1CCC(Oc2ccc(C(=O)NCCc3ccccn3)cc2Cl)CC1 | 5.8 | nt | -13.2
Cn1ccnc1-c1nccn1CCn1cccn1 | 24.7 | nt | -8.3
Cc1ccccc1CSc1nnc(CNC(=O)Nc2ccc(F)c(Cl)c2)n1-c1ccc(Cl)cc1Cl | -3.3 | -5.4 | -2.6
Cc1ccsc1CN(Cc1cccc(C(F)(F)F)c1)Cc1nc(C(=O)NCc2ccncc2)co1 | 2.9 | -2.1 | 5.0
CCCCC1(C)NC(=S)N(C)N1 (stereo not given) | -0.3 | nt | -4.5
CCc1nc2ccc(C(=O)NCc3ccc(OC)cc3)cn2c1N(CC)CCN(C)C | -5.6 | -2.3 | -5.8
Cc1csc(CN(C)C2CCCCCC2)n1 | -3.0 | nt | 2.9
C(=NNc1ccc(N2CCOCC2)nn1)C1=C(N2CCOCC2)C(=Cc2ccccc2)CC1 | 4.0 | -4.7 | -8.1
Cc1csc(SCc2cc(=O)c(OC(=O)c3ccc(Cl)cc3)co2)n1 | -9.2 | 2.2 | 1.0
CCOC(=O)C(=CNCC(=O)O)C(=O)OCC | -3.8 | nt | -7.7
COCCCN(CC(=O)N1CCc2sccc2C1c1ccc(Cl)cc1Cl)S(=O)(=O)c1cccc(C(F)(F)F)c1 (stereo not given) | 27.2 | -5.2 | -5.6
COCc1cc(N2CCN(C/C=C/c3ccccc3)CC2)nc(SCc2cccc(C(=O)O)c2)n1 | 10.8 | -4.7 | -3.1
COc1ccc(Cl)cc1-c1ncnc2[nH]ccc12 | -0.5 | nt | -5.6
CCCC(C)c1nnc(NC(=O)c2ccccc2-c2ncn[nH]2)s1 (stereo not given) | 12.5 | nt | 1.4
O=C(NCCc1csc2nc(-c3cccs3)nn12)c1cccc(F)c1 | -1.7 | 0.5 | 6.9

Some of the entries above in another layout.
molecule,NPYLR7 ag,mcGAS inh,hcGAS inh
C(=NNc1ccc(N2CCOCC2)nn1)C1=C(N2CCOCC2)C(=Cc2ccccc2)CC1,4.0,-4.7,-8.1
Cc1csc(SCc2cc(=O)c(OC(=O)c3ccc(Cl)cc3)co2)n1,-9.2,2.2,1.0
COCCCN(CC(=O)N1CCc2sccc2C1c1ccc(Cl)cc1Cl)S(=O)(=O)c1cccc(C(F)(F)F)c1 (stereo not given),27.2,-5.2,-5.6
COCc1cc(N2CCN(C/C=C/c3ccccc3)CC2)nc(SCc2cccc(C(=O)O)c2)n1,10.8,-4.7,-3.1
CCCC(C)c1nnc(NC(=O)c2ccccc2-c2ncn[nH]2)s1 (stereo not given),12.5,nt,1.4

(listing goes on)
SMILES | NPYLR7 ag | mcGAS inh | hcGAS inh
Cc1cc(NC(=O)Cc2ccccc2)n(-c2nc3c(cnn3-c3ccc(F)cc3)c(=O)[nH]2)n1 | nt | -7.3 | -5.4
C=CCN(C(=O)c1cc(S(=O)(=O)N2CCCCC2)cn1C)c1ccccc1 | 1.1 | nt | -7.4
O=C(c1ccccc1Br)N(Cc1ccco1)Cc1cccs1 | -1.5 | -8.0 | -9.7
CC1CN(CC(=O)NCCCOC2CCCCC2)C1c1ccccc1 (stereo not given) | 11.4 | nt | -4.1
CC1=CC[C@@H]2CN(C(=O)c3cnc(C)cn3)C[C@@H]2C1 | 3.2 | -2.5 | 2.4
COC(=O)CCN(Cc1ccccc1Br)C1CCCC1 | 2.6 | nt | -7.9
Cc1ccccc1-c1nc(CN2CCN(C(=O)c3ccc[nH]3)CC2)c(C)o1 | 2.2 | nt | -0.9
CCOCCCNC(=O)c1cc(NC(=O)C(C)(C)CCl)ccc1N1CCCCC1 | -3.1 | -0.3 | 2.0
CC(C)CNC(=O)[C@@]1(OCc2ccccc2)CC(OCc2ccc(C#N)cc2)[C@H](O)[C@H](O)C1 (stereo not given in full) | 6.4 | -2.6 | -4.9

Compound activity from PubChem.
